Hck Nef HTS: human Hck-Nef kinase inhibition; P08631; AID 463187; Recombinant Hck-YEEI plus Nef, Z-Lyte FRET kinase assay; inhibition, % at 20 µM; 0.68% of 220,000 active;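 active means Hck-Nef kinase inhibition above about 50%, limit read from the data; inactive means inhibition below that limit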;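 further: 0% = DMSO with Hck plus Nef and 100% = Hck alone without Nef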
Rad51 HR inh: blocks human Rad51 in homologous recombination; hRad51 DNA strand exchange, fluorescence dequenching; inhibition, % at 10 µM; 0.085% of 200,000 active;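 active means inhibition above 40% at the single screening dose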;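 further: 0% = DMSO control wells and 100% = blanks with heterologous ssDNA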
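material = hRad51 filaments on single-stranded DNA | timing = filaments 15 min 37 °C, then compound 30 min | signal = FRET fluorescence dequenching, excitation 485 nm, emission 520 nm | benchmarks = control wells and blank wells on each plate | evaluation = percent inhibition relative to plate controls and blanks | compound = 10 µM final, single point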
thrombin 1536: blocks human thrombin protease activity; AID 1046; inhibition, % at 5 µM; P00734; alpha-thrombin, Boc-VPR-AMC fluorogenic substrate cleavage; 0.26% of 220,000 active;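 active means inhibition at or above 40%; inactive means inhibition below 40%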;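 further: 0% = enzyme with no compound and 100% = wells without enzyme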
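Test system: human alpha-thrombin; medium: pH 7.5 Tris-saline with Tween 20; times: reaction at room temperature; signal: AMC fluorescence at 355 nm excitation and 460 nm emission; also added: Boc-VPR-AMC substrate, 15 µM final; dosing: one concentration per compound, 5 µM, with 0.2% DMSO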
KCC2 mod: modulators of human KCC2 chloride dependent transport; 2.2% of 190,000 active; B-score of Tl+ flux slope (higher = more flux/activation; lower = inhibition) at 10 µM; KCC2 cells, thallium flux FluoZin-2 fluorescence; Q9H2X9;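 active means thallium flux slope and its plate-corrected score both differing from the plate sample mean at a set confidence after two filtering rounds, in either direction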;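 further: slope of fluorescence scaled to starting intensity during 10 to 20 s after thallium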
FXIIa inh 1536: blocks human coagulation factor XIIa protease activity. inhibition, % at 5 µM. 0.3% of 220,000 active. P00748. purified FXIIa, Boc-QGR-AMC fluorogenic substrate, 2 h. AID 800; in the data active means inhibition above about 40%;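 further: 0% = enzyme with no compound and 100% = blank without enzyme; many of its hits are not listed in these tables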
Target sequence (P00748 20-372 limits assumed): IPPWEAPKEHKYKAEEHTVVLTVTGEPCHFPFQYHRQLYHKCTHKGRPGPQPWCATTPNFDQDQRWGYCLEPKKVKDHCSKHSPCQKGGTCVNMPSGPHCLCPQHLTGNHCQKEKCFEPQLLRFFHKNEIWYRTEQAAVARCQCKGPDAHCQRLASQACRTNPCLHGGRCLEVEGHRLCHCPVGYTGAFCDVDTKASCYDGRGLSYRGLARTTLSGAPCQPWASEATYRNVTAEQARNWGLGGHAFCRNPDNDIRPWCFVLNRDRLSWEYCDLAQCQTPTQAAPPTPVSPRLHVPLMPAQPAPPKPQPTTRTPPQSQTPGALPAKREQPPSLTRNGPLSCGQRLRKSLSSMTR
Target sequence (P00748 373-615 limits assumed): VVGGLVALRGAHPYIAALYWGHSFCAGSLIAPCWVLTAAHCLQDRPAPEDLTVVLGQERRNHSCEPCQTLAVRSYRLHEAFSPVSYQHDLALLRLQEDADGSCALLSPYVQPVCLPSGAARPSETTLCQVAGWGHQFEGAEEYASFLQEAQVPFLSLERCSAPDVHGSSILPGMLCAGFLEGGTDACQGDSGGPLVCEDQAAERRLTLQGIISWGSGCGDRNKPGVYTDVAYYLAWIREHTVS
TNF necrop inh: inhibitors of TNF-alpha induced necroptosis in Jurkat FADD-/- cells. 0.068% of 220,000 active. Jurkat FADD-/- TNF necroptosis rescue, ATP luminescence, 24 h; 0 = TNF only, 100 = no-TNF cells. activation (protection from cell death), % at 10 µM;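 active means activation, meaning protection from cell death, of at least 50% relative to plate controls; inactive means activation below 50%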;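 further: necroptosis triggered by 40 ng/mL TNF-alpha added together with compound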
hK5 inh: inhibitors of human kallikrein 5. Q9Y337. recombinant hK5, fluorogenic AMC substrate cleavage. inhibition, % at 5 µM. 0.59% of 210,000 active. AID 873;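 active means inhibition of 40% or more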;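 further: 0% = enzyme controls without compound and 100% = no-enzyme blanks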
Target sequence (Q9Y337 67-293 limits assumed): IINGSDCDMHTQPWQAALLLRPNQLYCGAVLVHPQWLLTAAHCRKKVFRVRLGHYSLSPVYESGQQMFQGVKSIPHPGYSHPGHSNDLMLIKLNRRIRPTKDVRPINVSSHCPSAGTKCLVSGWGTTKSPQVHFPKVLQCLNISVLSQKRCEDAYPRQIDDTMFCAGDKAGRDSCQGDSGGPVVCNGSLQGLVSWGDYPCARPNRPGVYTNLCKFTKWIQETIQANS
FXIa inh: inhibitors of human coagulation factor XIa | AID 798 | purified FXIa, Boc-Glu-Ala-Arg-AMC fluorogenic substrate | P03951 | 0.14% of 220,000 active | inhibition, % at 5 µM;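 active means inhibition of at least 40%; inactive means inhibition below 40%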;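 further: fluorescence of freed AMC excited at 355 nm; 0% = enzyme without compound and 100% = no enzyme blank; many of its hits are not listed in these tables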
zVAD death inh: L929 zVAD cell death inhibition; L929 zVAD necroptosis rescue, ATP luminescence, 24 h; with zVAD 60 µM; viability rescue, % at 10 µM; 0.38% of 220,000 active; AID 1377;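 active means activation, scaled between plate controls, above about 75%, limit read from the data; inactive means activation under that limit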;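 further: 0% = zVAD with DMSO and 100% = DMSO alone without zVAD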
* = called active by the depositor. These rows are one share of the data, so the mix of outcomes need not match the whole.

Screening CC(=O)N1CCC(N2CCCC(C(=O)c3cccc(Cl)c3)C2)CC1 (centres undefined) returned Hck Nef HTS 23, Rad51 HR inh 6, thrombin 1536 -3, FXIIa inh 1536 3, TNF necrop inh 0.3, hK5 inh -5, FXIa inh -2 and zVAD death inh -1.3.
Screening Cc1cccc(CN2CCCC(C(=O)c3ccc4c(c3)OCO4)C2)n1 (centres undefined) returned Hck Nef HTS 1, Rad51 HR inh -5, thrombin 1536 -1, KCC2 mod -0.33, FXIIa inh 1536 10, TNF necrop inh 0.7, hK5 inh 3, FXIa inh -1 and zVAD death inh -1.1.
`COc1ccc(CN2CCN(C(=O)Cc3ccccc3)CC2)c(OC)c1` gave Hck Nef HTS -22, thrombin 1536 -2, KCC2 mod 0.01, FXIIa inh 1536 10, TNF necrop inh 1.7, hK5 inh -11 and FXIa inh 7.
COc1ccc(Br)cc1CN1CCN(C(=O)Cc2ccccc2)CC1 was read as Hck Nef HTS -22, Rad51 HR inh -3, thrombin 1536 -2, KCC2 mod -0.98, FXIIa inh 1536 14, TNF necrop inh -0.6, hK5 inh -4, FXIa inh -4 and zVAD death inh -1.0.
Screening Cc1ccsc1C(=O)C1CCCN(Cc2cnc(N3CCOCC3)s2)C1 (centres undefined) returned Hck Nef HTS 3, thrombin 1536 0, FXIIa inh 1536 8, TNF necrop inh -1.3, hK5 inh 2, FXIa inh -2 and zVAD death inh -0.7.
Screening CC1(C)N=C(c2ccccc2)[C@@H]2C(c3ccc([N+](=O)[O-])cc3)N21 (some centres undefined) returned Hck Nef HTS 1, Rad51 HR inh 4, thrombin 1536 -7, KCC2 mod -0.38, FXIIa inh 1536 0, TNF necrop inh 3.1, hK5 inh -5, FXIa inh -10 and zVAD death inh 0.5.
Screening Cc1ccc(OP(=O)(NCc2ccccc2)Oc2ccc(C)cc2)cc1 returned Hck Nef HTS 1, Rad51 HR inh 3, thrombin 1536 -14, KCC2 mod -0.41, FXIIa inh 1536 7, TNF necrop inh 1.5, hK5 inh -13, FXIa inh 2 and zVAD death inh 1.9.
`OC1CCCCC1N1CCC(c2ccccc2)CC1` (centres undefined) gave Hck Nef HTS 1, Rad51 HR inh -3, thrombin 1536 -2, KCC2 mod -0.029, FXIIa inh 1536 8, TNF necrop inh 0.8, hK5 inh -19, FXIa inh 2 and zVAD death inh 1.1.
Screening COc1ccc(C2NCc3ccc4c(c3-n3cccc32)OCO4)cc1OC (centres undefined) returned Hck Nef HTS 2, Rad51 HR inh 3, thrombin 1536 -11, FXIIa inh 1536 -12, TNF necrop inh -4.7, hK5 inh 0, FXIa inh -8 and zVAD death inh 0.1.
For Cc1cc(C)c(C(=O)CN2CCOCC2)c(C)c1 the results were Hck Nef HTS -1, Rad51 HR inh 5, thrombin 1536 7, KCC2 mod -0.6, FXIIa inh 1536 12, TNF necrop inh -1.3, hK5 inh -6, FXIa inh 1 and zVAD death inh 2.0.
Screening O=C(c1ccc(CS(=O)(=O)c2ccc(Br)cc2)o1)N1CCC2(CC1)OCCO2 returned Hck Nef HTS 0, Rad51 HR inh -11, thrombin 1536 -6, KCC2 mod 0.47, FXIIa inh 1536 8, TNF necrop inh -1.6, hK5 inh -10, FXIa inh -6 and zVAD death inh 0.3.
For Nc1ccccc1C(=O)OCC(=O)c1ccc2c(c1)OCCO2 the results were Hck Nef HTS 16, Rad51 HR inh -3, thrombin 1536 -3, FXIIa inh 1536 5, TNF necrop inh -0.1, hK5 inh 4, FXIa inh -5 and zVAD death inh -0.1.
For O=P(/C(=N/O)N1CCCCC1)(N1CCOCC1)N1CCOCC1 the results were Hck Nef HTS 1, Rad51 HR inh -7, thrombin 1536 4, KCC2 mod 0.29, FXIIa inh 1536 17, TNF necrop inh -3.5, hK5 inh -8, FXIa inh 4 and zVAD death inh -0.2.
Screening O=c1[nH]c(=S)n(C2CC2)c(O)c1C=Nc1cccc(C(F)(F)F)c1 returned Hck Nef HTS 0, Rad51 HR inh -10, thrombin 1536 -5, KCC2 mod -0.12, FXIIa inh 1536 11, TNF necrop inh 0.4, hK5 inh -9, FXIa inh 1 and zVAD death inh -0.8.
For COc1ccc(NC(=O)c2c(C)nn(Cc3ccccc3Cl)c2Cl)cc1Cl the results were Hck Nef HTS 3, Rad51 HR inh -6, thrombin 1536 -11, KCC2 mod 0.54, FXIIa inh 1536 11, TNF necrop inh 1.4, hK5 inh -7, FXIa inh 6 and zVAD death inh 0.9.
Screening Cc1cnn(C2CCN(C)CC2)c1N returned Hck Nef HTS 1, Rad51 HR inh 5, thrombin 1536 0, KCC2 mod 0.85, FXIIa inh 1536 2, TNF necrop inh -0.4, hK5 inh -6, FXIa inh -4 and zVAD death inh 0.7.
`CC1CCN(CC(=O)c2ccc3c(c2)OCCO3)CC1` gave Hck Nef HTS -15, Rad51 HR inh 2, thrombin 1536 1, KCC2 mod -0.19, FXIIa inh 1536 6, TNF necrop inh 0.8, hK5 inh -1, FXIa inh -2 and zVAD death inh 3.2.
CCn1c(=O)cc(OCC(=O)N2CCN(Cc3ccc4c(c3)OCO4)CC2)c2ccccc21 was read as Hck Nef HTS 2, Rad51 HR inh 3, thrombin 1536 4, KCC2 mod -0.23, FXIIa inh 1536 22, TNF necrop inh -5.9, hK5 inh -5, FXIa inh 7 and zVAD death inh -0.4.
Screening Clc1ccc(OCC#CCN2CCCC2)cc1 returned Hck Nef HTS -8, Rad51 HR inh 15, thrombin 1536 1, KCC2 mod -0.65, FXIIa inh 1536 -8, TNF necrop inh 1.9, hK5 inh -23, FXIa inh -6 and zVAD death inh 0.2.
`Cc1ccccc1NC(=O)CCl` gave Hck Nef HTS 16, Rad51 HR inh 11, thrombin 1536 50*, KCC2 mod 2.3, FXIIa inh 1536 13, TNF necrop inh 13, hK5 inh -5, FXIa inh 1 and zVAD death inh -0.1.

The list goes on; the last two above are carried over.
Screening Clc1ccc(OCC#CCN2CCCC2)cc1 returned Hck Nef HTS -8, Rad51 HR inh 15, thrombin 1536 1, KCC2 mod -0.65, FXIIa inh 1536 -8, TNF necrop inh 1.9, hK5 inh -23, FXIa inh -6 and zVAD death inh 0.2.
`Cc1ccccc1NC(=O)CCl` gave Hck Nef HTS 16, Rad51 HR inh 11, thrombin 1536 50*, KCC2 mod 2.3, FXIIa inh 1536 13, TNF necrop inh 13, hK5 inh -5, FXIa inh 1 and zVAD death inh -0.1.
For CN1C(=O)C(=Cc2ccc(N3CCOCC3)c([N+](=O)[O-])c2)C(=O)N(C)C1=O the results were Hck Nef HTS 9, Rad51 HR inh 12, thrombin 1536 4, KCC2 mod -0.047, FXIIa inh 1536 2, TNF necrop inh 1.1, hK5 inh -9, FXIa inh -4 and zVAD death inh 1.5.
`CCOc1ccccc1-n1c(O)c(C=NCCCN(CC)CC)c(=O)[nH]c1=O` gave Hck Nef HTS 3, Rad51 HR inh -1, thrombin 1536 2, KCC2 mod -0.47, FXIIa inh 1536 13, TNF necrop inh 0.0, hK5 inh -2, FXIa inh -1 and zVAD death inh 0.3.
O=CC(Br)P(=O)(N1CCOCC1)N1CCOCC1 (centres undefined) was read as Hck Nef HTS -30, Rad51 HR inh 15, thrombin 1536 -6, KCC2 mod 0.31, FXIIa inh 1536 2, TNF necrop inh 4.6, hK5 inh -5, FXIa inh -5 and zVAD death inh -0.1.
CCC(C)OC(=O)c1c(N)n(Cc2cccs2)c2nc3ccccc3nc12 (centres undefined) was read as Hck Nef HTS 7, Rad51 HR inh 13, thrombin 1536 -4, KCC2 mod 0.32, FXIIa inh 1536 -4, TNF necrop inh 4.6, hK5 inh -65, FXIa inh -4 and zVAD death inh -0.6.
`O=C1C2CCN(CC2)C12CC2c1ccc(C(F)(F)F)cc1` (centres undefined) gave Hck Nef HTS -13, Rad51 HR inh 13, thrombin 1536 -2, KCC2 mod 0.13, FXIIa inh 1536 6, TNF necrop inh 2.4, hK5 inh 1, FXIa inh 4 and zVAD death inh 0.9.
Cc1cc(NC(=O)COC(=O)c2c(C)nn(Cc3ccccc3)c2Cl)no1 was read as Hck Nef HTS 0, Rad51 HR inh -1, thrombin 1536 -4, KCC2 mod -0.66, FXIIa inh 1536 6, TNF necrop inh -0.2, hK5 inh 4, FXIa inh -3 and zVAD death inh 0.2.
CN1C(=O)C(Cc2ccc3c(c2)OCO3)C(=O)N(C)C1=O was read as Hck Nef HTS 6, Rad51 HR inh -9, thrombin 1536 -6, KCC2 mod 1.1, FXIIa inh 1536 9, TNF necrop inh 4.0, hK5 inh -10, FXIa inh -4 and zVAD death inh 13.
`CCC(=NCC1CCCO1)c1c(O)n(-c2ccc(Cl)cc2)c(=O)[nH]c1=O` (centres undefined) gave Hck Nef HTS 1, Rad51 HR inh -6, thrombin 1536 4, FXIIa inh 1536 13, TNF necrop inh 0.3, hK5 inh -21, FXIa inh -1 and zVAD death inh -0.2.
Screening COc1ccccc1OCC#CCN1CCCCCC1 returned Hck Nef HTS 6, thrombin 1536 -7, KCC2 mod -0.87, FXIIa inh 1536 2, TNF necrop inh 1.6, FXIa inh -2 and zVAD death inh -0.4.
For O=C(NC(Cc1cnc[nH]1)C(=O)O)c1ccccc1 (centres undefined) the results were Hck Nef HTS -7, Rad51 HR inh 5, thrombin 1536 -7, KCC2 mod -0.29, TNF necrop inh 0.6, hK5 inh -3, FXIa inh -4 and zVAD death inh 1.0.
`CCOC(=O)c1ccc(N=Cc2c(O)n(-c3ccccc3F)c(=S)[nH]c2=O)cc1` gave Hck Nef HTS 6, Rad51 HR inh 7, thrombin 1536 -6, KCC2 mod 0.99, FXIIa inh 1536 5, TNF necrop inh -1.1, hK5 inh -9, FXIa inh 7 and zVAD death inh 1.3.
Cc1cc(NC(=O)CCC(=O)N2CCC3(CC2)OCCO3)no1 was read as Hck Nef HTS -1, Rad51 HR inh -6, thrombin 1536 -2, KCC2 mod 0.45, FXIIa inh 1536 0, TNF necrop inh -2.2, hK5 inh -8, FXIa inh -1 and zVAD death inh 0.1.
O=S(=O)(c1ccc(F)cc1)N1CCCCC1c1cccnc1 (centres undefined) was read as Hck Nef HTS 31, Rad51 HR inh -8, thrombin 1536 -2, KCC2 mod 0.33, FXIIa inh 1536 3, TNF necrop inh 1.1, hK5 inh -1, FXIa inh -2 and zVAD death inh 0.1.
Screening CSc1nc2ccccc2c(=O)n1-c1cccnc1 returned Hck Nef HTS 11, Rad51 HR inh 7, thrombin 1536 -5, KCC2 mod 0.11, FXIIa inh 1536 3, TNF necrop inh 0.6, hK5 inh 0, FXIa inh -1 and zVAD death inh 1.2.
`CC1(C)CC(n2[nH]c(=O)c3c2NC(=O)CSC3c2ccc(F)cc2)CCO1` (centres undefined) gave Hck Nef HTS -8, Rad51 HR inh 11, thrombin 1536 -7, KCC2 mod -1.5, FXIIa inh 1536 -2, TNF necrop inh 1.6, hK5 inh 2, FXIa inh -7 and zVAD death inh 1.0.
`CN1CCN(c2nc(N)cc(=O)[nH]2)CC1` gave Hck Nef HTS 8, Rad51 HR inh 7, thrombin 1536 -3, KCC2 mod -0.071, FXIIa inh 1536 2, TNF necrop inh 2.1, hK5 inh -1, FXIa inh -4 and zVAD death inh 0.3.
For Cn1c(O)c(C=NCCN2CCN(C(=O)c3ccccc3)CC2)c(=O)n(C)c1=O the results were Hck Nef HTS 2, Rad51 HR inh -4, thrombin 1536 -5, FXIIa inh 1536 -12, TNF necrop inh -0.4, hK5 inh -12, FXIa inh -16 and zVAD death inh 0.6.

From PubChem
